Assay outcomes from PubChem BioAssay.
BaF3 parental: counter-screen for JAK2V617F inhibitors: parental Ba/F3 viability inhibitors | inhibition, % at 5.6 µM | CellTiter-Glo ATP luminescence | 220,000 tested, 1.1% active;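 active = inhibition above a per-campaign cutoff, the mean inhibition of all tested compounds plus 3 SD, cut at about 27% in these data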;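 also: 0% = DMSO wells and 100% = JAK Inhibitor I control wells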
Runt-CBFb FRET: inhibitors of human RUNX1 Runt domain binding to CBFb; Cerulean-Runt/Venus-CBFb FRET ratio 530/480, 1 h; 220,000 tested, 0.46% active; inhibition, % at 20 µM; Q01196+Q13951;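 active = inhibition over about 50% at 20 µM in the single-dose screen, limit read from the data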;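 also: 0% = DMSO wells and 100% = excess unlabeled CBFb competitor control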
Target sequence (Q01196 whole entry, looked up, the tested form may be a part): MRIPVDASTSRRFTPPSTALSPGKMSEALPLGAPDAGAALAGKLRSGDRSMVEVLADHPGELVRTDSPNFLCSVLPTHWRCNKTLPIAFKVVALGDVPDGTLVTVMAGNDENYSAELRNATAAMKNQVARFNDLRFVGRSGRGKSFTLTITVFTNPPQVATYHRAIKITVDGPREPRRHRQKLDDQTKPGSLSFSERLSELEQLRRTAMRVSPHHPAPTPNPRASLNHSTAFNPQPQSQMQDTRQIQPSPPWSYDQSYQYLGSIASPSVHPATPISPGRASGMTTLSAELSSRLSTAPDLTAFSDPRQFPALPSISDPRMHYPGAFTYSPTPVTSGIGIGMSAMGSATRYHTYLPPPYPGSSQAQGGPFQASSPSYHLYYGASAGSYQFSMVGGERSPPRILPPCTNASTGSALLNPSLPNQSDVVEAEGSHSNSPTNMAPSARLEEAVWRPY
Target sequence (Q13951 whole entry, looked up, the tested form may be a part): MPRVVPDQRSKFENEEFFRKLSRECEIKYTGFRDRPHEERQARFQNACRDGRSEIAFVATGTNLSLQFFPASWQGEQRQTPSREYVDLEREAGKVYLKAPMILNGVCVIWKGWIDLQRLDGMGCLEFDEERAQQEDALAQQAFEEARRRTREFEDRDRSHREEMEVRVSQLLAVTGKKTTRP
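Assay system: Cerulean-Runt domain / Medium: Tris 50 mM pH 7.5, KCl, K2SO4, 0.01% BSA / Timing: protein complex preformed 1 h, compound exposure 1 h, room temperature, dark / Measured by: FRET, excitation 422 nm, emission at 530 and 480 nm / Evaluation: loss of energy transfer signal / Control set: 5 µM unlabeled CBFb as full-inhibition high control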
NPY-Y1 antag: antagonists of human neuropeptide Y receptor Y1; inhibition, % at 3.6 µM; HEK293-CNG Y1 cells, membrane potential fluorescence; NPY at EC95, then isoproterenol; 200,000 tested, 1% active; P25929;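 active = inhibition above the campaign mean inhibition of all tested compounds plus 3 SD, cut at about 20% in these data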;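 also: 0% = DMSO wells given NPY plus isoproterenol and 100% = isoproterenol alone without NPY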
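Test system: HEK293 cells co-expressing NPY Y1 receptor and cyclic-nucleotide gated channel; Also added: NPY (25 nM), isoproterenol (1 µM), Ro 20-1724 (25 µM); Compound dosing: one concentration, 3.6 µM, in 0.4% DMSO; Timing: dye 3 h, compound 60 min room temperature, stimulation 45 min; Technique: Membrane-potential fluorescent dye readout.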
RBBP9 inhibitor: blocks human serine hydrolase RBBP9; AID 1515; inhibition, % at 7.94 µM; recombinant RBBP9, FP-Rh probe fluorescence polarization; O75884; 220,000 tested, 0.2% active;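 active = inhibition above the campaign mean of all tested compounds plus 3 SD, cut at about 14% in these data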;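 also: plate controls were DMSO wells with RBBP9 for no effect and wells lacking RBBP9 protein for full effect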
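System: RBBP9 protein / Quantity: 2.5 µM RBBP9 dispensing solution, before mixing / Also added: Serine-hydrolase probe FP-Rh, 375 nM pre-mixing / Dosing: 7.94 µM single dose, 0.794% DMSO / Timing: enzyme-compound preincubation 30 min, then probe labeling 45 min, 25 °C / Signal: FP readout at 525/598 nm / Controls: DMSO-treated enzyme wells and wells lacking RBBP9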
NPY-Y1 PAM-ag: potentiators or agonists of human neuropeptide Y receptor Y1; P25929; NPY-Y1 expressing cells, potentiator/agonist activation; activation, % at 3.6 µM; 220,000 tested, 0.37% active; AID 1304; in the data active = activation above about 33%, passing the limit was not always enough;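 also: cells stimulated with NPY at EC10 then isoproterenol at EC100; 0% = low agonist plus stimulus and 100% = saturating agonist plus stimulus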
Ba/F3 V617F tox: loss of viability in JAK2V617F-driven Ba/F3 cells | inhibition, % at 5.6 µM | 220,000 tested, 1.1% active | Ba/F3 EpoR-JAK2V617F viability, ATP luminescence;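 active = inhibition above the campaign mean plus 3 SD over all tested compounds, cut at about 24% in these data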;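 also: cytokine-independent growth of Ba/F3 cells driven by EpoR plus mutant JAK2; 0% = DMSO-treated cells and 100% = JAK inhibitor I control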
NPY-Y2 PAM-ag: potentiates or activates human NPY-Y2 receptor; cells expressing NPY-Y2, potentiator/agonist read-out; P49146; activation, % at 3.6 µM; 220,000 tested, 0.45% active; in the data active = activation above about 27%;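 also: cells stimulated with NPY near EC25 plus isoproterenol at EC100; 0% = vehicle plus submaximal agonist and 100% = vehicle plus saturating agonist; some results beyond the cut were filed as inactive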
S1P4 ag: activates the human S1P4 receptor; S1P4-expressing cell line, agonist reporter assay; 220,000 tested, 0.35% active; activation, % at 4.98 µM; O95977; in the data active = activation above about 11%;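 also: 0% = DMSO vehicle and 100% = reference agonist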
Target sequence (O95977 whole entry, looked up): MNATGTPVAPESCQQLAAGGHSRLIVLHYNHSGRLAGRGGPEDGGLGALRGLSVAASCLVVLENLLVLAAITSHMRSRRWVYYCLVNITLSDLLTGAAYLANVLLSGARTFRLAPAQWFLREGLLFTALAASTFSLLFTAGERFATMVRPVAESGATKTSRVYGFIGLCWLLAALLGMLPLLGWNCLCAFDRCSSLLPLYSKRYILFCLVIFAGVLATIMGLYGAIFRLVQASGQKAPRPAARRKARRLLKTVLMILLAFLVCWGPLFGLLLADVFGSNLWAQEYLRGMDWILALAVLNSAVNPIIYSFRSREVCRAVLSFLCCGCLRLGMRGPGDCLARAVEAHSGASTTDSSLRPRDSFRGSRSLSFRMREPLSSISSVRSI
S1P4 antagonist: antagonists of human S1P4 receptor; O95977; S1P4-expressing cells, antagonist mode, reporter read-out; inhibition, % at 4.98 µM; 220,000 tested, 0.26% active; in the data active = inhibition above about 29%;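 also: 0% = wells stimulated with agonist and 100% = vehicle wells without agonist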
The depositor's hits bear a star; . = no result given. Outcome played no part in choosing rows. Share with any hit: about 3.6%.

Field names: A = BaF3 parental; B = Runt-CBFb FRET; C = NPY-Y1 antag; D = RBBP9 inhibitor; E = NPY-Y1 PAM-ag; F = Ba/F3 V617F tox; G = NPY-Y2 PAM-ag; H = S1P4 ag; I = S1P4 antagonist
> CC(=O)Cc1nsc(NC(=O)c2cccs2)n1
  A = 1	B = 21	C = 3	D = -6	E = -21	F = -1	G = -9	H = 0.2	I = -37

> COc1ccccc1C(=O)O/N=C(\N)c1ccccc1Cl
  A = 1	B = 0	C = 4	D = -1	E = 8	F = -2	G = 6	H = 0.4	I = -22

> Cc1cc(C)nc(Nc2ccc(C(=O)O)cc2)n1
  A = 2	B = 2	C = 8	D = 0	E = -8	F = 1	G = -20	H = 0.1	I = -7

> CCOc1cc2c(cc1OCC)C(C(=O)O)C(c1cc(Br)c(O)c(OC)c1)N(C)C2=O (configuration not stated)
  A = 0	B = .	C = -1	D = -8	E = 4	F = 0	G = -7	H = -0.1	I = -2

> CN1CCN(c2nc(-c3cccs3)nc3ccccc23)CC1
  A = 6	B = -1	C = 5	D = -2	E = 5	F = 2	G = 3	H = 0.5	I = -7

> Cc1oc2c(c1C(=O)Nc1cccc3ccccc13)CCCC2
  A = 2	B = 3	C = 5	D = 3	E = -25	F = -3	G = -1	H = -1.3	I = 12

> O=C(NCCc1nc2ccccc2[nH]1)c1cc([N+](=O)[O-])cc([N+](=O)[O-])c1
  A = 0	B = 0	C = -4	D = -4	E = -22	F = -1	G = 11	H = 1.3	I = -11

> Cc1ccc(SCCC(=O)NCC2CCCO2)cc1 (configuration not stated)
  A = -2	B = 2	C = 3	D = -4	E = -14	F = -3	G = -1	H = 1.3	I = -7

> O=C(NC(=S)N1CCN(C/C=C/c2ccccc2)CC1)c1ccc(F)cc1
  A = 4	B = 0	C = .	D = 0	E = 9	F = -6	G = 8	H = 0.6	I = -7

> CN(Cc1ccccc1)Cc1nc2c(c(=O)n(C)c(=O)n2C)n1Cc1ccc(F)cc1
  A = 2	B = -10	C = 6	D = -6	E = 19	F = -3	G = -14	H = -0.2	I = -7

An excerpt of these results, with values under each structure.
Values run as follows: BaF3 parental	Runt-CBFb FRET	NPY-Y1 antag	RBBP9 inhibitor	NPY-Y1 PAM-ag	Ba/F3 V617F tox	NPY-Y2 PAM-ag	S1P4 ag	S1P4 antagonist
> COc1ccccc1C(=O)O/N=C(\N)c1ccccc1Cl
  1	0	4	-1	8	-2	6	0.4	-22
> Cc1cc(C)nc(Nc2ccc(C(=O)O)cc2)n1
  2	2	8	0	-8	1	-20	0.1	-7
> CCOc1cc2c(cc1OCC)C(C(=O)O)C(c1cc(Br)c(O)c(OC)c1)N(C)C2=O (configuration not stated)
  0	.	-1	-8	4	0	-7	-0.1	-2
> CN1CCN(c2nc(-c3cccs3)nc3ccccc23)CC1
  6	-1	5	-2	5	2	3	0.5	-7
> Cc1oc2c(c1C(=O)Nc1cccc3ccccc13)CCCC2
  2	3	5	3	-25	-3	-1	-1.3	12
> O=C(NCCc1nc2ccccc2[nH]1)c1cc([N+](=O)[O-])cc([N+](=O)[O-])c1
  0	0	-4	-4	-22	-1	11	1.3	-11
> Cc1ccc(SCCC(=O)NCC2CCCO2)cc1 (configuration not stated)
  -2	2	3	-4	-14	-3	-1	1.3	-7
> O=C(NC(=S)N1CCN(C/C=C/c2ccccc2)CC1)c1ccc(F)cc1
  4	0	.	0	9	-6	8	0.6	-7
> CN(Cc1ccccc1)Cc1nc2c(c(=O)n(C)c(=O)n2C)n1Cc1ccc(F)cc1
  2	-10	6	-6	19	-3	-14	-0.2	-7

Additional records
Field names: A = BaF3 parental; B = Runt-CBFb FRET; C = NPY-Y1 antag; D = RBBP9 inhibitor; E = NPY-Y1 PAM-ag; F = Ba/F3 V617F tox; G = NPY-Y2 PAM-ag; H = S1P4 ag; I = S1P4 antagonist
> O=S(=O)(Cc1ccccc1)N1CCCCC1
  A = 1	B = 1	C = 10	D = -3	E = 13	F = -4	G = -8	H = -2.2	I = 5

> O=C(CCN1C(=O)c2ccccc2C1=O)NCCCn1ccnc1
  A = 4	B = 0	C = 6	D = -3	E = 14	F = -1	G = 7	H = 1.0	I = -8

> Cc1cccc(C)c1NC(=O)C[n+]1cc(-c2ccccc2)n2c1CCC2
  A = -1	B = 0	C = .	D = 2	E = 12	F = -1	G = -8	H = 4.4	I = -23

> C=CCn1c(O)c(C(CC)=NCc2cccnc2)c(=O)[nH]c1=O
  A = 2	B = 1	C = 5	D = -10	E = -8	F = -3	G = 10	H = 0.1	I = -16

> COC(=O)c1cc(NC(=O)C2C3C=CC(C3)C2C(=O)O)cc(C(=O)OC)c1 (configuration not stated)
  A = 10	B = 0	C = -4	D = -1	E = 11	F = 0	G = -2	H = 0.9	I = 1

> COc1cccc(C(=O)NCCCN2CCN(CCCNC(=O)c3cccc(OC)c3)CC2)c1
  A = 3	B = 6	C = 2	D = 4	E = -7	F = -1	G = 12	H = -0.8	I = -24

> CC(=O)Nc1nnc(SCc2cc(=O)c(OC(=O)c3ccccc3)co2)s1
  A = 3	B = -2	C = -2	D = 2	E = -6	F = 1	G = 0	H = 0.3	I = 0

> COC(=O)N/N=C/c1ccccc1Cl
  A = 4	B = 0	C = 4	D = -6	E = 1	F = 4	G = -10	H = 2.0	I = -14

> Cc1cc(NC(=O)COC(=O)[C@@H](NS(=O)(=O)c2ccc(Br)cc2)C(C)C)no1
  A = -17	B = 1	C = .	D = -2	E = 22	F = -2	G = -11	H = 0.7	I = 9

> COc1ccc(C(=O)N2c3ccc(F)cc3CCC2C)cc1OC (configuration not stated)
  A = 2	B = 3	C = -1	D = -8	E = -18	F = 2	G = -18	H = 1.4	I = -16

> Cc1ccc(CS(=O)(=O)Cc2ccc(C(=O)NCc3cccnc3)o2)cc1
  A = 3	B = 0	C = -3	D = -3	E = 19	F = -2	G = 10	H = -0.1	I = -21

> Oc1c(C(c2ccccc2)N2CCCCC2)sc2ncnn12 (configuration not stated)
  A = 6	B = .	C = 3	D = 3	E = -1	F = -2	G = 3	H = -0.3	I = -9

> Cc1nc2n(n1)C(O)c1cc([N+](=O)[O-])ccc1S2 (configuration not stated)
  A = 6	B = 2	C = 2	D = -7	E = -3	F = 0	G = -11	H = -0.8	I = 8

> CCc1ccc(CN/C=C/C(=O)c2ccc(Br)cc2)cc1
  A = 2	B = 0	C = 6	D = -7	E = -38	F = 2	G = -13	H = -2.6	I = 4

> CC(=O)N1CCN(CC(=O)Nc2cccc(S(=O)(=O)N3CCCCCC3)c2)CC1
  A = 5	B = -1	C = 2	D = 6	E = -23	F = 5	G = -4	H = -0.5	I = 6

> CCn1c(SCc2nc(-c3ccccc3)no2)nnc1-c1cccs1
  A = 0	B = -1	C = 1	D = -2	E = -1	F = -5	G = -12	H = -3.2	I = 10

> CN1CCc2c(sc(/N=C/c3cc(Cl)ccc3O)c2C#N)C1
  A = -3	B = 37	C = .	D = -3	E = 16	F = -3	G = -7	H = 0.9	I = 4

> O=C(c1ccc(C(F)(F)F)cc1)N1CCC(=O)N(C(COCc2ccc(Cl)cc2)Cc2ccccc2)CC1 (configuration not stated)
  A = 5	B = -13	C = 11	D = -7	E = -21	F = -1	G = 3	H = 0.9	I = 7

> CSc1nc(Cl)cc(Nc2ccc(O)cc2)n1
  A = 1	B = -2	C = -1	D = -7	E = 10	F = -2	G = 7	H = -0.2	I = -8

> O=[N+]([O-])c1cccnc1N1CCC(c2cc(-c3cccc(C(F)(F)F)c3)n[nH]2)CC1
  A = 0	B = -7	C = 3	D = -13	E = 19	F = -3	G = 12	H = -0.8	I = 13

> CN(C)S(=O)(=O)c1cccc(COC(=O)C2=COCCO2)c1
  A = 2	B = 0	C = 6	D = -2	E = 0	F = 1	G = 0	H = 0.1	I = -14

> Cc1cc(C)c2oc(C(=O)Nc3ccc(S(=O)(=O)N4CCCC(C)C4)cc3)cc(=O)c2c1 (configuration not stated)
  A = 0	B = -4	C = 0	D = -3	E = -28	F = -3	G = 1	H = -0.1	I = -17

> Fc1cc(F)cc(NC(=S)NN2CCOCC2)c1
  A = 6	B = 2	C = 2	D = -1	E = -20	F = 2	G = -3	H = -0.7	I = 0

> CCOc1cccc(C(=O)Nc2cnn(Cc3ccccc3)c2)c1
  A = 6	B = -1	C = -2	D = 2	E = 29	F = 1	G = 8	H = 0.2	I = -1

> COc1ccc(Cc2nnc(SCC(=O)NC3CCCCC3)n2C)cc1
  A = 1	B = -4	C = -6	D = -6	E = -1	F = -4	G = 6	H = -0.4	I = -10

> CCOc1cc2[nH]c(=O)n(CCC(=O)NCCc3ccccc3)c(=O)c2cc1OCC
  A = 9	B = -3	C = -1	D = 2	E = -13	F = -1	G = 7	H = 0.9	I = 1

> COc1ccccc1N(CC(=O)NC(C)C)S(=O)(=O)c1cccs1
  A = 10	B = 1	C = -2	D = -4	E = -2	F = 8	G = -2	H = -0.6	I = 6

> C=CCSc1nnc2nc3[nH]c4c(C)cccc4c3nn12
  A = 11	B = -5	C = 2	D = -11	E = 15	F = -2	G = 22	H = 1.5	I = -9

> O=C(CSC1CC(=O)N(c2ccc(C(=O)O)cc2)C1=O)Nc1ccc(Cl)cc1 (configuration not stated)
  A = 4	B = 3	C = 4	D = -11	E = 26	F = 0	G = 1	H = 1.2	I = -9

> CCOC(=O)N1CCN(CC(O)COCc2ccc(OC)c(OC)c2)CC1 (configuration not stated)
  A = 2	B = -2	C = -2	D = 0	E = -34	F = -1	G = -10	H = 0.1	I = -9

> CCOC(=O)c1c(N2C(=O)Nc3ccccc3N2O)n[nH]c1-c1cccc(OC)c1
  A = 9	B = 0	C = 0	D = -1	E = 0	F = 3	G = -3	H = 0.1	I = -16

> Cc1[nH]nc2c1C1(CCOC1C)C(C#N)=C(N)O2 (configuration not stated)
  A = 2	B = 1	C = 1	D = -12	E = -37	F = 0	G = -3	H = 1.5	I = -20

> O=C(NC(=S)N1CCN(c2ccc([N+](=O)[O-])cc2)CC1)c1ccco1
  A = 4	B = 4	C = -1	D = -4	E = 7	F = 0	G = -11	H = 0.9	I = -1

> CCCCS(=O)(=O)C(=C1Nc2ccccc2N1)S(=O)(=O)CCCC
  A = 8	B = -3	C = 3	D = -8	E = 2	F = -3	G = 9	H = 1.0	I = 3

> O=C(Cn1cnc2c(cnn2-c2ccc(F)cc2)c1=O)NCc1ccco1
  A = 4	B = 1	C = 10	D = -5	E = 3	F = 0	G = 4	H = -0.2	I = -24

> COc1cc(C(=O)O)ccc1OC(C)=O
  A = 2	B = -1	C = 0	D = -7	E = 2	F = -1	G = -4	H = 0.2	I = 5
